697 NFkB inh = inhibitors of the PMA/ionomycin-induced NF-kB reporter in 697 B cells | inhibition, % at 4 µM | AID 435022 | 330,000 compounds, 0.33% hits | 697 B-cell NF-kB luciferase reporter, 16 h; in the data active = inhibition above about 35%
CHOP UPR activ = apoptotic UPR (CHOP) activation. CHO-CHOP luciferase reporter, luminescence; percent of tunicamycin response over DMSO baseline. activation, % at 10 µM. 330,000 compounds, 0.34% hits;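 active = at 10 µM dose, activation of 40% or more, normalized to positive control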;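 also: 100% = tunicamycin at 10 µg/mL and 0% = DMSO alone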
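Assay system: CHO-CHOP cells, stable luciferase reporter of PERK-eIF2a-CHOP signalling / Buffer or medium: F12 plus 10% serum / Compound dosing: one dose, 10 µM in 0.5% DMSO / Times: 6 h compound treatment, 37 °C / Technique: luciferase luminescence / Read-out: % reporter activation, DMSO baseline versus tunicamycin full activation / Benchmarks: tunicamycin and DMSO controls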
XBP1 UPR activ = activators of adaptive arm of unfolded protein response (XBP1) | activation, % at 20 µM | CHO-XBP1 luciferase reporter, IRE1-XBP1 UPR activation, luminescence; percent of tunicamycin response, DMSO as zero | AID 463104 | 330,000 compounds, 0.33% hits;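 active = versus positive control, 20 µM dose yields 30% or more activation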;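 also: 100% = tunicamycin at 10 µg/mL and 0% = DMSO only wells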
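Assay system: CHO-XBP1 luciferase reporter cells; Schedule: 6 h treatment, 37 °C; Detection: glow luminescence from Steady-Glo reagent; Benchmarks: high control tunicamycin 10 µg/mL final, low control DMSO vehicle only.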
APJ antagonist = blocks the human apelin receptor APJ; P35414; CHO-K1 APJ beta-arrestin complementation, luminescence; inhibition, % at 20 µM; 330,000 compounds, 0.32% hits;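 active = inhibition above about 40% at 20 µM, limit read from the data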;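 also: cells challenged with 10 nM apelin-13 agonist together with compound; plate controls were apelin-13 plus DMSO wells for no effect and DMSO wells lacking apelin-13 for full effect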
tim23-1 inh = inhibits growth of tim23-1 mutant yeast | S. cerevisiae tim23-1 growth, BacTiter-Glo luminescence, 24 h | inhibition, % at 20 µM | 330,000 compounds, 1.3% hits;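 active = growth inhibition of the mutant yeast at or above 50%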;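 also: temperature-sensitive mutant grown at 25 °C; plate controls were DMSO-treated mutant yeast for no effect and medium wells lacking yeast for full effect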
APJ agonist = APJ receptor agonism | activation, % at 20 µM | AID 2520 | 330,000 compounds, 0.11% hits | CHO-K1 APJ PathHunter beta-arrestin, luminescence; 0% DMSO wells, 100% apelin | P35414;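 active = activation more than six SD over the plate average, tested at 20 µM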;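 also: 0% = DMSO alone and 100% = apelin-13 at 10 nM; some results filed as inactive read as strong as hits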
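Material: engineered CHO-K1 APJ arrestin reporter cells; amount: 1000 CHO-K1 reporter cells seeded per well; incubation: compound stimulation 90 min at 25 °C, detection 60 min; signal: luminescent beta-gal fragment complementation, chemiluminescent substrate; read-out basis: APJ agonist activity; controls: DMSO-only wells as negative, 10 nM Apelin-13 as positive control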
Mdm2-MdmX inh = human Mdm2/MdmX binding inhibition | 330,000 compounds, 3% hits | O15151+Q00987 | AID 485346 | SaOS-2 split-luciferase Mdm2/MdmX complementation, luminescence | inhibition, % at 8 µM;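 active = inhibition of at least 50% at 8 µM in the primary screen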
Target sequence (O15151 whole entry, looked up): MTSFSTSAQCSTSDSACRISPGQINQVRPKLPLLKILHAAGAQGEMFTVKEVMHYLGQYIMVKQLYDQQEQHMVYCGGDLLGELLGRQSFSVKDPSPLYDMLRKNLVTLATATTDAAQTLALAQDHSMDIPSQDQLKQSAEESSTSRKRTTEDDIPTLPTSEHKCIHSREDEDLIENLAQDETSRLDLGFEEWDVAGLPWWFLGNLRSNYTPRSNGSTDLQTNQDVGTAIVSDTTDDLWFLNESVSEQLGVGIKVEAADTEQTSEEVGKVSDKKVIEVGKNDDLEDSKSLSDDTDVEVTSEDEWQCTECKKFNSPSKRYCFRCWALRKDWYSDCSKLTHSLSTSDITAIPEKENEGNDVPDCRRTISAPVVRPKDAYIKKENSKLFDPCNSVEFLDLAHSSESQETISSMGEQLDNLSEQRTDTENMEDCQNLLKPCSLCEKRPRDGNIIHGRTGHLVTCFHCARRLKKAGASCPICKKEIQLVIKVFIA
Target sequence (Q00987 whole entry, looked up): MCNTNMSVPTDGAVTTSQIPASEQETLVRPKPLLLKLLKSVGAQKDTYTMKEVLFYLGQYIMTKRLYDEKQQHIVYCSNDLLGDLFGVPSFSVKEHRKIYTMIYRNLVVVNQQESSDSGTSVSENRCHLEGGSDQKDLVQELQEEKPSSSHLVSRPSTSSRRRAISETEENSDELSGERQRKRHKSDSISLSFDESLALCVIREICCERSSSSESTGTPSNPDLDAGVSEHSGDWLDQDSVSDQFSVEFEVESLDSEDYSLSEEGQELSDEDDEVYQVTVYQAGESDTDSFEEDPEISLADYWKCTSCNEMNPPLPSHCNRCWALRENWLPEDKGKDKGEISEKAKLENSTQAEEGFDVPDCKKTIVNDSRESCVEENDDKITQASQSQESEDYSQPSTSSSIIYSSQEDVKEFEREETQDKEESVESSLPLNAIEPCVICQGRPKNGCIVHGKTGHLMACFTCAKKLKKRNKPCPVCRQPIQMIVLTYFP
Jurkat NFkB inh = inhibitors of the PMA/ionomycin-induced NF-kB reporter in Jurkat cells; PMA/ionomycin-induced NF-kB luciferase reporter, luminescence; 330,000 compounds, 0.53% hits; inhibition, % at 4 µM; AID 435003; in the data active = inhibition above about 50%
Numbers without * were called inactive.

SMILES	697 NFkB inh	CHOP UPR activ	XBP1 UPR activ	APJ antagonist	tim23-1 inh	APJ agonist	Mdm2-MdmX inh	Jurkat NFkB inh
Cc1ccc(C(=O)N2CCN(c3ccc([N+](=O)[O-])c(NCc4cccnc4)c3)CC2)cc1	-4.4	0.2	0.2	0.7	11.5	1.5	8.6	9.1
COc1ccc(CCN2CC(C(=O)N(C)CCc3cn[nH]c3)CCC2=O)cc1 (stereo not given)	10.5	0.3	-2.0	-3.4	6.0	-3.2	0.4	10.5
O=C(NC1CCOCC1)C1CCC(=O)N(Cc2ccc(Cl)cc2)C1 (stereo not given)	-16.4	-0.3	-2.1	-11.2	3.8	-5.6	-7.3	-8.0
O=C(O)[C@H](Cc1ccccc1)NC(=O)N1CCN(c2cccc(C(F)(F)F)c2)CC1	11.9	-0.8	-1.8	8.7	7.8	-5.1	21.3	-3.9
CCOc1cc(C#N)c(NC(=O)c2ccnn2C)cc1OCC	16.6	-0.6	-0.3	-58.7	-10.4	-2.5	21.0	4.2
Cc1ccccc1CNC(=O)CN(c1ccccc1Cl)S(C)(=O)=O	16.8	-0.3	-2.5	3.1	-2.3	1.5	-0.7	1.3
COc1ccc2sc(N3C(=O)C4CC=C(C)CC4C3=O)nc2c1 (stereo not given)	9.6	2.1	0.3	15.4	11.4	-5.6	16.1	-4.4
Nc1nc(-c2ccccc2Br)cs1	-30.8	2.7	-0.5	-6.9	20.5	1.1	-3.7	-14.6
O=C(CNC(=O)c1ccc(Br)cc1)NCC(=O)OCC(=O)c1ccc([N+](=O)[O-])cc1	13.3	3.3	0.2	-21.8	11.4	3.0	5.5	4.1
O=C(COc1ccccc1Cl)Nc1ccc(C(=O)c2ccc(C(=O)O)cc2)cc1	1.2	0.1	0.6	1.6	3.9	0.5	-6.0	11.8
OCC1(CCOc2ccccc2)CCN(Cc2cc(Cl)ccc2O)CC1	-4.3	-1.4	-6.2	-5.0	8.0	0.1	-10.6	-12.5
CC(=O)N1CCC(N(C(=O)Nc2ccc(C)c(C)c2)C2CCCC2)CC1	8.8	-1.1	0.6	16.6	1.7	-4.4	14.4	-7.1
O=C(CC1(O)C(=O)N(Cc2cccc3ccccc23)c2ccccc21)c1cccnc1 (stereo not given)	-21.3	0.2	16.3	6.0	18.8	-1.4	19.4	-10.9
CNC(=S)N/N=C/c1ccc(-c2ccc(Cl)c([N+](=O)[O-])c2)o1	7.2	2.6	4.0	-25.9	-8.4	0.9	2.7	-4.0
Cc1cc(C(=O)OCC(=O)NC(=O)NC(C)(C)C)c(C)o1	6.0	0.3	1.5	3.6	12.6	-1.4	12.8	-4.0
COc1cccc(-n2nnc3c(=O)n(Cc4cccc(C)c4)cnc32)c1	6.2	1.1	0.0	17.8	21.8	-0.3	2.5	9.2
COc1cccc(NC(=O)c2cnc(SCC(=O)NCc3ccc4c(c3)OCO4)n(C)c2=O)c1	-8.0	20.0	-7.4	3.6	8.5	-0.8	32.8	-19.6
COc1ccc2[nH]c(=O)c(-c3nnn(-c4ccc(Cl)nc4)n3)cc2c1	6.0	1.9	6.5	-61.9	9.0	5.8	11.3	5.6
COc1ccc(C(=O)NC(=S)NC(C)(C)C)cc1Br	-7.3	1.9	2.6	2.7	63.9*	-4.7	11.5	-9.7
Cc1c(NC(=O)c2ccc(S(=O)(=O)N3CCOCC3)cc2)cccc1[N+](=O)[O-]	1.6	1.3	1.2	8.9	-7.2	-0.4	-5.3	-6.1
COc1ccc(OCC(=O)O/N=C(\N)c2ccc(OC)cc2)cc1	-2.6	-1.5	-0.7	5.2	13.3	1.1	23.8	-11.6
CCOC(=O)C1CCN(C(=O)Cn2cc(C#N)c3ccccc32)CC1	10.8	-0.6	-2.0	18.3	1.0	-0.4	-5.1	13.7
COn1c(-c2ccc(Cl)cc2)nc2ncccc21	-36.1	8.2	0.2	9.0	38.7	-4.0	-25.3	-81.4
COc1ccc(-c2nc3c(c4nnc(SC(C)C(=O)Nc5ccc(C)cc5)n24)COC(C)(C)C3)cc1 (stereo not given)	-50.4	2.1	-1.4	1.7	12.4	-1.0	-22.8	-9.6
CCC(C)Sc1nnc(Cc2cc(=O)[nH]c(=O)[nH]2)n1-c1ccc(F)cc1 (stereo not given)	-26.7	-1.3	-0.7	6.5	-10.8	-1.1	-10.9	-13.5
SMILES	697 NFkB inh	CHOP UPR activ	XBP1 UPR activ	APJ antagonist	tim23-1 inh	APJ agonist	Mdm2-MdmX inh	Jurkat NFkB inh
Clc1ccc2nc(N3CCN(c4ccccc4)CC3)sc2c1	-271.1	0.3	-1.5	11.5	10.5	1.5	-133.4	-138.5
COc1cccc(OC)c1C(=O)Nc1ccc(CN2CCCCC2)cc1	20.6	-0.3	0.6	13.0	14.8	-2.5	-28.4	6.9
CCCCC(=O)N1CC2(C)CN(C(=O)CCCC)CC(C)(C1)C2=O	3.0	-4.1	-3.6	-18.1	0.2	-4.0	-4.6	11.0
COc1ccc(CC(=O)NCCCSc2ccccc2)cc1OC	-10.7	-0.3	-3.4	16.3	7.7	3.0	-12.9	8.4
CCCCOc1ccc(-c2nc(SCC(N)=O)n[nH]2)cc1	18.2	6.6	5.6	2.4	18.7	0.9	-22.2	-28.7
COc1cc(CNC(C)(C)CO)cc(Br)c1OCc1ccccc1	-1.0	1.3	-0.8	6.6	-3.3	-1.4	-3.6	15.0
Cc1ccc([N+](=O)[O-])cc1NC(=O)c1cccs1	22.0	-1.0	-7.0	5.8	31.3	-3.6	18.4	-3.6
Cc1ccc(C2CC(c3ccc(NS(C)(=O)=O)cc3)=NN2C(=O)c2ccco2)cc1 (stereo not given)	9.5	1.6	0.8	-13.9	10.1	-2.0	6.1	11.8
CCCNC(=O)c1noc2c1CCc1cc(OC)ccc1-2	-129.1	4.0	1.1	10.1	29.7	-1.0	-152.8	-115.5
CCOC(=O)c1c(C)nc2ccccn12	3.1	-1.4	1.2	24.1	-1.1	-2.8	-1.3	5.0
CCCCOc1ccc(S(=O)(=O)Nc2ccc(NC(C)=O)cc2)cc1	-4.9	-0.3	1.1	12.3	-1.4	-0.9	19.1	17.1
O=C(OCC(=O)N1N=C(c2ccc(Cl)cc2)CC1c1ccco1)c1cccnc1 (stereo not given)	-25.9	2.9	4.2	-11.4	34.6	-1.4	11.4	-7.0
CC(=O)Nc1ccc(Nc2ccccc2)cc1	3.5	0.8	-1.4	-2.5	0.0	-0.8	-42.0	-2.1
Cc1cc(O)c2c(c1O)C(=O)[C@]13C(=C2O)C(=O)[C@@H]2[C@@H](O)[C@H]1[C@@H]1[C@H](O)[C@H]3C(=O)C3=C(O)c4c(O)cc(C)c(O)c4C(=O)[C@]312	43.8*	23.9	4.3	5.5	17.1	1.6	87.2*	85.0*
CCOC(=O)C1=C(COc2ccccc2)NC(=O)NC1c1ccc(Br)cc1 (stereo not given)	16.3	1.9	-2.0	10.5	-7.5	-6.1	31.0	8.2
CCN1CCN(c2cc(C)c3cc(NC(=S)N4CCOCC4)ccc3n2)CC1	15.0	1.1	-0.5	-5.1	-8.7	-0.7	17.0	5.6
COc1ccc(-c2nc(CSCC(=O)N3CCN(c4cccc(C)c4)C(C)C3)c(C)o2)cc1OC (stereo not given)	-8.1	1.2	0.1	4.3	19.9	-1.5	38.1	12.0
CCCn1c(C)cc(-c2csc(NC(=O)CCc3nc4ccccc4c(=O)[nH]3)n2)c1C	2.3	0.7	-1.9	21.5	-9.0	14.3	13.7	4.3
O=C(O)c1ccc(-c2noc(-c3cccc(Cl)c3)n2)cc1	-117.3	4.6	2.5	0.9	27.0	-2.6	22.3	-23.2
O=C(CSc1ccsc1[N+](=O)[O-])N1CCCCC1	-19.7	-0.5	-2.2	-7.9	17.8	-0.2	-3.9	-15.1
COc1ccc(-c2cc(C(=O)O)c3c(C)nn(-c4ccccn4)c3n2)cc1	5.6	4.7	-3.1	12.1	8.6	-1.3	3.9	1.9
OCCN(CCCn1c(-c2ccncc2)nc2ccccc21)c1nc(CN2CCCCC2)cs1	11.6	-0.1	1.2	-2.8	11.2	-5.1	23.4	-0.5
CCN(CC)S(=O)(=O)c1ccc(C(=O)N2CCN=C2SC)cc1	-2.5	-1.0	-1.1	3.0	-13.1	-0.5	14.1	-15.2
CCC(=O)c1ccc(OCC(=O)N(CC)CC2COc3ccccc3O2)cc1 (stereo not given)	0.1	0.6	-1.4	11.5	18.1	-4.8	13.3	-1.0
CCOC(=O)CSc1nsc(SCC(=O)OCC)c1C#N	8.1	0.9	-1.4	-7.8	3.7	10.3	16.1	-3.6
SMILES	697 NFkB inh	CHOP UPR activ	XBP1 UPR activ	APJ antagonist	tim23-1 inh	APJ agonist	Mdm2-MdmX inh	Jurkat NFkB inh
O=C1CC(c2ccncc2)c2cc3c(cc2N1)OCO3 (stereo not given)	7.0	-0.8	-0.9	-4.7	18.2	-0.4	24.3	-0.9
Cc1ccc(C(=O)NCC(=O)OCC(=O)Nc2ccccc2[N+](=O)[O-])cc1	6.2	-3.1	0.9	12.0	6.1	1.8	16.5	9.6
CCOC(=O)C1CCN(C(=O)C2(NC(=O)NC3CCCCC3)CCCCC2)CC1	-2.1	-0.6	-0.2	10.7	13.9	-2.0	-25.4	-11.1
Cc1cc(C)c2oc(=O)cc(CN3CCC(C)CC3)c2c1	3.5	0.8	2.5	16.3	28.7	-4.8	18.8	-11.7
COc1ccc(NC2CS(=O)(=O)CC2NCc2ccco2)cc1 (stereo not given)	9.4	-1.7	-1.3	0.6	5.7	-2.0	18.1	2.4
COc1ccc(Cl)c2c1[nH]c1nc(SCc3ccccn3)nnc12	-96.3	3.4	5.7	-4.4	16.9	-1.6	-208.1	-122.0
Cc1[nH]c(C)c(S(=O)(=O)NCCc2ccccc2)c1C(=O)N1CCCCC1	-2.5	0.3	-3.9	-23.5	2.6	-4.3	16.9	-11.4
COc1ccc(CNC(=O)C2CC(c3ccc(F)cc3)=NO2)cc1 (stereo not given)	8.1	-1.7	-1.1	11.8	-4.8	-3.8	3.7	-3.7
CCCN1Cc2cccc(C(=O)Nc3ccc(CN4CCCC4)cc3)c2C1=O	-7.0	-0.6	-4.3	-2.3	12.7	-3.6	4.4	-16.4
C=CCn1c(-c2csc3c2CCC(C)C3)n[nH]c1=S (stereo not given)	-19.3	1.4	5.0	7.4	26.8	-5.1	-14.2	-11.7
CCCn1c(SCC(=O)Nc2nnc(C)s2)nnc1-c1ccoc1C	14.1	-0.2	-1.5	-2.2	-4.6	-2.5	-4.4	-1.5
[S-]c1nnc(-c2ccc(Br)cc2)n1-c1ccccc1.[Zn+2]	18.7	5.8	-3.2	9.8	14.1	-0.6	-0.4	3.9
